BaF3 parental: parental Ba/F3 cell viability inhibition, counter-screen for JAK2V617F inhibitor project, murine pro-B, CellTiter-Glo luminescence; AID 1486, 2009; CellTiter-Glo ATP luminescence; inhibition, % at 5.6 µM; 1.1% of 220,000 active;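 active = inhibition above a per-campaign cutoff, the mean inhibition of all tested compounds plus 3 SD, cut at about 27% in these data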;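 also: 0% = DMSO wells and 100% = JAK Inhibitor I control wells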
PERK inhibitor: block of dimerizer-induced PERK translation repression, primary screen, PERK inhibitor project, CHO PERK-DD cells, SEAP luminescence, HTS; Eukaryotic translation initiation factor 2-alpha kinase 3 (Homo sapiens), Q9NZJ5; CHO PERK-DD fusion, SEAP luminescence translation reporter; inhibition, % at 5.6 µM; 0.17% of 220,000 active;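 active = inhibition above the mean inhibition of all tested compounds plus 3 SD, set separately per screening campaign, cut at about 2.9% in these data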;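 also: PERK kinase domain activated by AP20187 dimerizer at 100 nM; 0% = DMSO with dimerizer and 100% = rapamycin at 8.4 µM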
S1P4 antag: S1P4 receptor antagonists, primary screen, cell-based. 0.26% of 220,000 active. inhibition, % at 4.98 µM. AID 1510, 2009. S1P4-expressing cells, antagonist mode, reporter read-out. Sphingosine 1-phosphate receptor 4 (Homo sapiens), O95977; in the data active = inhibition above about 29%;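 also: 0% = wells stimulated with agonist and 100% = vehicle wells without agonist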
Target sequence (O95977 whole entry, looked up): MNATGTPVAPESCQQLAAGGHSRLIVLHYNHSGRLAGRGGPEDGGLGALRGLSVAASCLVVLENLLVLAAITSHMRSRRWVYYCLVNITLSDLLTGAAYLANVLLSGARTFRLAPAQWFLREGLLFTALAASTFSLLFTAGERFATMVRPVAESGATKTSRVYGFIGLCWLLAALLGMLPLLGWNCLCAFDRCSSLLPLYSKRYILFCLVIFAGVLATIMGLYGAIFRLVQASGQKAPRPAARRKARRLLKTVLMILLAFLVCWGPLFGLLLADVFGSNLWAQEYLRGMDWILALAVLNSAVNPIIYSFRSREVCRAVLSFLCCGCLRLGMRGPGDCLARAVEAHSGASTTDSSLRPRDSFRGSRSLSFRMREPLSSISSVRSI
Ba/F3 V617F tox: reduced viability of JAK2V617F-dependent Ba/F3 cells, primary screen, JAK2V617F inhibitor project, cell-based, Ba/F3 EpoR-JAK2V617F, luminescence. ATP luminescence. inhibition, % at 5.6 µM. 1.1% of 220,000 active;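 active = inhibition above the campaign mean plus 3 SD over all tested compounds, cut at about 24% in these data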;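 also: cytokine-independent growth of Ba/F3 cells driven by EpoR plus mutant JAK2; 0% = DMSO-treated cells and 100% = JAK inhibitor I control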
EP2 modulator: EP2 receptor modulators, cAMP readout, primary screen, cell-based, HTRF cAMP, PGE2 stimulation; Prostaglandin E2 receptor EP2 subtype (Homo sapiens), P43116; induction, % at 25 µM; EP2-expressing cells, cAMP HTRF FRET, PGE2 co-stimulation; 0.83% of 260,000 active;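 active = compounds whose cAMP rise, as percent of the full-agonist control response, exceeds 60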;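 also: rat C6 glioma line stably carrying human EP2 under a CMV promoter; the protocol text gives 20 µM as final concentration; 100% = response of wells given 1 µM PGE2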
TRPML3 ag: human TRPML3 channel agonists, primary screen, cell-based, HEK293 TRPML3-YFP, Fluo-8 calcium fluorescence, 3 µM. 100% = the carbachol control signal. activation, % at 3 µM. 0.29% of 220,000 active;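 active = activation above its plate's cutoff, the mean activation of the plate's test wells plus 3 SD, cut at about 12% in these data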;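 also: 0% = DMSO only wells and 100% = carbachol wells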
Target sequence (Q8TDD5 whole entry, looked up): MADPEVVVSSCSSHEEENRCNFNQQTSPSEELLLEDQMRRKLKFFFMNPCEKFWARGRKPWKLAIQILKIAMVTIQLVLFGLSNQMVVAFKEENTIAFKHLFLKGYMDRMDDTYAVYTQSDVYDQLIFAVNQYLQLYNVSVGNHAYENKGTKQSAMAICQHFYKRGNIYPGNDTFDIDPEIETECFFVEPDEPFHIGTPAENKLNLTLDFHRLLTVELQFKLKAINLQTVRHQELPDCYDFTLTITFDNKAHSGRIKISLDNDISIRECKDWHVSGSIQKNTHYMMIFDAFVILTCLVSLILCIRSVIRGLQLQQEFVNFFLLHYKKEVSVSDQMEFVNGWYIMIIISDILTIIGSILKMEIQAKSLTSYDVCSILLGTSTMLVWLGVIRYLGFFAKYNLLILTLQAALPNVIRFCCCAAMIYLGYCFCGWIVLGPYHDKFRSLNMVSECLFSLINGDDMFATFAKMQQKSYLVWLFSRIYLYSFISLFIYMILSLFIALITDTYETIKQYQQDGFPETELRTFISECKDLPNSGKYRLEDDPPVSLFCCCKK
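Test system: TRPML3-YFP stable HEK293 cells. Doses: single point at 3 µM. Incubation: dye loading 1 h 37 °C then 30 min ambient, 125 s read. Signal: Fluo-8 calcium dye fluorescence, ex 470-495, em 515-575 nm. Measure: percent activation from peak-to-basal fluorescence ratio, scaled between DMSO and carbachol.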
S1P4 agonist: S1P4 receptor agonists, primary screen, cell-based | 0.35% of 220,000 active | Sphingosine 1-phosphate receptor 4 (Homo sapiens), O95977 | activation, % at 4.98 µM | S1P4-expressing cell line, agonist reporter assay; in the data active = activation above about 11%;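 also: 0% = DMSO vehicle and 100% = reference agonist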
Calpain2 inh: inhibitors of pig calpain II, primary screen, biochemical, fluorogenic peptide substrate, 1536-well | inhibition, % at 16 µM | purified calpain II, 30 min | AID 1236, 2008 | 0.37% of 220,000 active;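 active = inhibition above about 50%, limit read from the data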
TRPN1 ag: zebrafish TRPN1 channel agonists, primary screen, cell-based, HEK293, calcium fluorescence. HEK293 zebrafish TRPN1-YFP, Fluo-8 calcium fluorescence; 100% = response to 87 µM carbachol. activation, % at 3 µM. 0.18% of 220,000 active. AID 1424, 2008;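 active = activation above its plate's cutoff, the mean activation of test wells on that plate plus 3 SD, cut at about 19% in these data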;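 also: 0% = DMSO alone and 100% = 87 µM carbachol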
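Material – zebrafish TRPN1-YFP in HEK293 cells · Doses – 3 µM single point · Schedule – dye 1 h 37 °C plus 30 min RT · Signal – Fluo-8 calcium fluorescence, excitation 470-495 nm, emission 515-575 nm · Read-out – % activation versus carbachol response · Control set – carbachol high, DMSO low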
* hit, by the source's call; & = joins results of further samples. Random draw from the library, and some 3.6% of all compounds hit somewhere here.

SMILES	BaF3 parental	PERK inhibitor	S1P4 antag	Ba/F3 V617F tox	EP2 modulator	TRPML3 ag	S1P4 agonist	Calpain2 inh	TRPN1 ag
Cc1ccc2c(c1)c1nnc(SCC(=O)Nc3ccccc3C(F)(F)F)nc1n2CC(=O)O	8	0.2	-4	4	5	0.6	-1.2	7	0.1
Cc1ccc(CNC(=O)C2(c3cccs3)CCOCC2)cc1	4	-0.6	-7	-4	13	-0.4	-0.8	-3	0.2
O=C(COc1ccc(Cl)cc1)NCCC1=CCCCC1	-1	1.8	-5	3	-17	-0.8	-0.5	1	-2.3
Cc1ccc(Cl)cc1NC(=O)c1ccc(Cn2cc(Cl)cn2)cc1	3	-0.6	1	-2	-39	1.4	1.6	8	1.6
CS(=O)(=O)N1CCC(C(=O)Nc2c(F)cccc2F)CC1	70*	1.9	8	0	13	-0.1	1.5	-55	1.6
CCOC(=O)c1nnc2cc(-c3ccccc3)nn2c1C	-1	0.9	2	-3	2	0.1	-0.9	-24	-0.6
CC(C)(C)S(=O)(=O)c1cnc2c(-c3ccc(Cl)cc3)cnn2c1N	4	1.5	1	-1	6	0.2	2.0	-69	0.1
Cc1ccc(N2C(=O)N(CC(=O)Nc3cc(C)cc(C)c3)C(=O)C2C)cc1 (stereo not given)	7	-0.7	-13	2	-14	0.2	1.7	49	-0.9
CCCN(CC1CC1)C(=O)CSc1nnc(-c2ccco2)n1N	9	0.6	-9	1	-27	0.9	1.0	6	-0.1
O=C(CSc1nnc(NC(=O)CN2CCOCC2)s1)Nc1ccccc1	3	0.6	-27	-2	8	0.9	0.4	-12	1.4

Some of the entries so far, with bars between the fields.
SMILES | BaF3 parental | PERK inhibitor | S1P4 antag | Ba/F3 V617F tox | EP2 modulator | TRPML3 ag | S1P4 agonist | Calpain2 inh | TRPN1 ag
CS(=O)(=O)N1CCC(C(=O)Nc2c(F)cccc2F)CC1 | 70* | 1.9 | 8 | 0 | 13 | -0.1 | 1.5 | -55 | 1.6
O=C(COc1ccc(Cl)cc1)NCCC1=CCCCC1 | -1 | 1.8 | -5 | 3 | -17 | -0.8 | -0.5 | 1 | -2.3

Next results.
SMILES	BaF3 parental	PERK inhibitor	S1P4 antag	Ba/F3 V617F tox	EP2 modulator	TRPML3 ag	S1P4 agonist	Calpain2 inh	TRPN1 ag
C/C(CCc1ccccc1)=N\NC(=O)CC(=O)NCCc1ccccc1	5	-0.7	-5	0	28	0.1	0.4	-14	0.7
COc1ccc(N2CCN(CCC(N)=O)CC2)cc1	-1	1.4	5	-4	4	0.9	1.1	-16	1.2
CCOC(=O)c1sc(NC(=O)c2cc3n(n2)C(C(F)(F)F)CC(c2cccs2)N3)c(C(=O)OCC)c1C (stereo not given)	7	0.2	-4	5	17	1.1	1.7	-156	1.2
Cc1cc2ccccc2c(=O)n1CC(=O)NCC(=O)N1CCN(c2cccc(Cl)c2)CC1	3	0.2	6	2	7	-0.5	1.7	-8	0.1
COc1ccc(NC(=O)c2nnn(Cc3cccc(F)c3)c2N)c(OC)c1	18	0.2	-24	11	-8	0.9	1.5	-63	1.0
CCOC(=O)CSc1cc(C(F)(F)F)nc(-c2ccccn2)n1	2	-0.8	-1	3	-1	-0.9	-2.0	16	-0.7
O=C(O)c1csc(Cc2ccccc2)n1	6	1.1	-13	-2	31	1.4	-1.1	-6	1.6
O=c1[nH]c2ccccc2nc1Cc1ccccc1	1	-0.7	-12	2	2	1.2	1.0	-107	1.4
O=c1cc(-c2ccc(Br)cc2)[nH][nH]1	7	2.9*	-14	0	16	0.7	1.0	-10	0.1
O=C(C1=C[C@@H](c2ccc(Br)cc2)C[C@@H](OCc2ccc(CO)cc2)O1)N1CCN(Cc2ccc3c(c2)OCO3)CC1	-2	0.4	5	-2	-18	0.6	0.6	11	1.4
Cc1nn(-c2ccc(Cl)c(Cl)c2)c(C)c1C(=O)O	11	0.3	-25	1	8	1.2	0.7	-13	0.5
O=C(NCc1ccccc1)C(c1ccccc1)N(Cc1ccc2c(c1)OCO2)C(=O)Cc1cccs1 (stereo not given)	-1	-1.2	0	0	6	-0.9	-0.8	15	-1.8
Cc1ccc(S(=O)(=O)N2CCN(C(=O)CSC3CCCC3)CC2)c(C)c1	94*	-0.8	6	5	-9	0.2	0.6	24	-0.3
CCCN(CCC)C(=O)/C=C/c1cccc([N+](=O)[O-])c1	4	0.0	6	-1	-17	-0.6	0.5	3	-0.1
CCN(CCNC(=O)C1CCN(c2nnc(-n3cccc3)s2)CC1)c1ccccc1	2	-1.1	-9	0	-15	0.9	0.1	-9	0.7
COc1ccc(-c2cc(C3CCN(Cc4ccc([N+](=O)[O-])cc4)CC3)[nH]n2)cc1	8	0.6	-8	-2	-92	1.2	1.0	10	2.2
COc1ccc(C(C#N)c2ccc(Cl)nn2)cc1 (stereo not given)	9	1.1	-13	-3	0	0.3	-1.1	-9	0.7
COC(=O)c1ccc(NC(=O)C2CC(=O)N(c3ccc(C)cc3)C2)cc1 (stereo not given)	2	1.3	-8	-1	-3	0.5	-3.4	-18	-1.2
NC(=O)c1nn(-c2ccc(Oc3ccccc3)cc2)c(=O)cc1O	4	1.4	2	0	34	0.8	0.2	-15	2.5
COC(=O)C1C2C=CC3(CN(CCc4ccccc4)C(=O)C13)O2 (stereo not given)	-1	0.4	14	6	-10&-7	-0.4	-0.5	-14	0.6

Molecules above that have a CF3 group, in the order listed:
SMILES	BaF3 parental	PERK inhibitor	S1P4 antag	Ba/F3 V617F tox	EP2 modulator	TRPML3 ag	S1P4 agonist	Calpain2 inh	TRPN1 ag
Cc1ccc2c(c1)c1nnc(SCC(=O)Nc3ccccc3C(F)(F)F)nc1n2CC(=O)O	8	0.2	-4	4	5	0.6	-1.2	7	0.1
CCOC(=O)c1sc(NC(=O)c2cc3n(n2)C(C(F)(F)F)CC(c2cccs2)N3)c(C(=O)OCC)c1C (stereo not given)	7	0.2	-4	5	17	1.1	1.7	-156	1.2
CCOC(=O)CSc1cc(C(F)(F)F)nc(-c2ccccn2)n1	2	-0.8	-1	3	-1	-0.9	-2.0	16	-0.7

Next part.
SMILES	BaF3 parental	PERK inhibitor	S1P4 antag	Ba/F3 V617F tox	EP2 modulator	TRPML3 ag	S1P4 agonist	Calpain2 inh	TRPN1 ag
CC(C)C(NC(=O)c1cccs1)C(=O)NC1=NCCS1 (stereo not given)	4	0.0	-21	-2	-1	0.9	-0.8	4	-2.2
Cc1ccc(C(=O)NNC(=O)c2cc3cc4ccccc4nc3s2)cc1	6	0.3	-7	1	-10	-0.2	1.0	-66	4.3
COc1ccc(Br)cc1CSC(=N)N	-3	-0.2	1	4	1	0.3	-0.2	30	0.3
CCCC(C)NCC(=O)Nc1ccccc1-c1ccccc1 (stereo not given)	4	-0.5	-13	-1	21	0.2	-1.4	7	-1.1
CN(C(=O)/C=C/c1ccccc1)C1CCS(=O)(=O)C1 (stereo not given)	6	0.7	-19	-2	0	0.1	-3.8	-23	0.3
Clc1ccccc1SCc1nc2ccccc2[nH]1	1	-0.1	-16	3	-56	-0.8	-1.4	-30	0.6
Cc1ccc(S(=O)(=O)NC(=O)NCc2ccc3c(c2)OCO3)cc1	4	1.2	-5	-2	25	0.6	-1.5	-42	-0.2
O=C(N/N=C/c1ccco1)c1cccc(N2CCCC2=O)c1	7	0.3	-17	2	-10	0.8	0.7	16	1.7
O=[N+]([O-])c1cc(Cl)cc(C2=NCCN2)c1	6	0.6	-6	5	28	2.1	-0.2	-26	0.6
O=C(CNC(=O)c1ccco1)NCCCc1ccccc1	2	-0.6	-11	4	-3	0.1	1.0	-40	1.0

Looked up above:
`CCCC(C)NCC(=O)Nc1ccccc1-c1ccccc1` (stereo not given) in EP2 modulator → 21
`Cc1ccc(C(=O)NNC(=O)c2cc3cc4ccccc4nc3s2)cc1` in TRPML3 ag → -0.2
`COc1ccc(Br)cc1CSC(=N)N` in PERK inhibitor → -0.2
`CCCN(CCC)C(=O)/C=C/c1cccc([N+](=O)[O-])c1` in EP2 modulator → -17
`CC(C)C(NC(=O)c1cccs1)C(=O)NC1=NCCS1` (stereo not given) in Ba/F3 V617F tox → -2

Next structures:
SMILES	BaF3 parental	PERK inhibitor	S1P4 antag	Ba/F3 V617F tox	EP2 modulator	TRPML3 ag	S1P4 agonist	Calpain2 inh	TRPN1 ag
CCOC(=O)c1cc(CC)sc1N	3	-0.7	0	1	36	0.3	0.8	14	-0.4
CCc1ccccc1NC(=S)N(CCOC)C(C)c1ccco1 (stereo not given)	-7	0.2	-12	3	7	0.5	0.8	9	-1.5
CCOC(=O)c1c(-c2ccc(C)o2)csc1NC(=S)NC(=O)c1ccc(F)cc1	0	0.5	-17	-2	28	0.8	0.8	4	-0.5
Nc1nc(NCc2ccccc2)nc(Nc2ccc(F)cc2)c1[N+](=O)[O-]	-3	0.3	-11	-3	15	-0.1	-0.7	13	0.5
CC(C(=O)c1ccc(-c2ccccc2)cc1)[n+]1ccccc1 (stereo not given)	64*	0.7	6	47*	0	0.0	-0.4	4	-0.9
CCOc1ccc(-c2nnc(-c3ccc(OC)cc3)o2)cc1	6	0.9	-5	3	4	0.2	-2.4	-13	0.6
CCOC(=O)c1cnc2nc(C(F)(F)F)[nH]n2c1=O	6	-0.4	0	3	33	0.8	-1.2	1	-0.1
Cc1cc(=O)oc2cc(NC(=O)C3CCCC3)ccc12	6	0.7	-28	1	-11	1.3	2.7	-412	1.8
COCCN(CCOC)S(=O)(=O)c1ccc(C(=O)Nc2ccc(S(=O)(=O)Nc3nccc(C)n3)cc2)cc1	5	1.2	9	1	5	1.0	-1.4	-13	0.8
CCOc1cc(/C=C(\C#N)c2[nH]nc(N)c2C#N)ccc1O	2	-0.8	-20	-3	6	0.1	-0.2	-40	-0.3
O=C(c1ccco1)n1nc(-c2ccccc2)nc1NCc1ccco1	1	0.5	-15	0	47	0.0	0.1	-32	0.7
O=C(CN1CCC(Cc2ccccc2)CC1)NC(=O)NCc1ccccc1	7	0.6	-7	3	8	-0.2	5.0	3	-1.2
CC1=NN(c2ccccc2)C(=O)C1/C=C1/NC(=S)NC1=O (stereo not given)	-3	0.1	-16	0	20	0.7	-0.9	-12	-0.4
COc1ccc([N+](=O)[O-])cc1NC(=O)Cc1ccc(Cl)cc1	2	0.5	-6	-6	-28	-0.3	15*	-14	-0.3
Cc1ccc(S(=O)(=O)c2c(C)nn(C(C)(C)C)c2OC(=O)c2ccc(Br)o2)cc1	1	-0.2	-9	5	34	9.9	1.5	-125	-0.2
Cc1nnc(SCCn2c(N3CCCCC3)nc3c2c(=O)[nH]c(=O)n3C)s1	3	-0.1	7	-3	7	0.7	2.5	0	-0.7
CS(=O)(=O)N1CCN(c2ccccc2NC(=S)NC(=O)c2cccs2)CC1	5	0.4	12	4	1	0.1	-1.1	31	0.4
CN=C(Cc1ccccc1)C1=C(O)CC(C)(C)CC1=O	7	1.0	-1	1	-3	1.5	1.4	-12	-0.1

Screens (PubChem BioAssay)
